# inhibitors of VEEV = inhibitors of VEEV TC-83 cytopathic effect, confirmation, Vero cells (AID 588727). Vero cells, VEEV TC-83 cytopathic effect inhibition; higher % means a stronger effect. inhibition, % at 20 µM; hits with a dose series show IC50 in µM. 0.13% of 350,000 active; in the data active means a potency from the dose series; inconclusive means inhibition mostly from about 14% at the one dose, without a potency; inactive means the rest, 99 in 100 with inhibition below about 12%; further: strong numbers were not always called active
# H37Rv inhibition = M. tuberculosis growth inhibition, HTS (AID 449762). one-dose inhibition, % at 25 µM; IC50 in µM for titrated hits. M. tuberculosis H37Rv growth inhibition, 7H9 media; higher % means a stronger effect. 0.59% of 330,000 active; in the data active means a potency from the dose series; inconclusive means inhibition above about 70% without an active follow-up result;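 further: bacterial growth assessed after seven days of incubation; strong numbers were not always called active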
# Salmonella PhoP GFP = PhoP regulon inhibitors, Salmonella typhi PhoP promoter GFP reporter, confirmatory (AID 1850). Salmonella Typhi PhoP-promoter GFP reporter, fluorescence, 4 h; higher % means a stronger effect. one-dose inhibition, % at 50 µM; IC50 in µM for titrated hits. 0.33% of 310,000 active; in the data active means a potency from the dose series; inconclusive means inhibition mostly from about 25% at the one dose, without a potency; inactive means the rest, 99 in 100 with inhibition below about 19%;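 further: 0% = induced wells with vehicle and 100% = uninduced wells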
# tuberculosis growth = growth inhibition of non-replicating M. tuberculosis (AID 488890); Mycobacterium tuberculosis non-replicating, growth inhibition; higher % means a stronger effect; 0.39% of 320,000 active; one-dose inhibition, % at 25 µM; IC50 in µM for titrated hits; in the data active means a potency from the dose series; inconclusive means inhibition mostly from about 82% at the one dose, without a potency; inactive means the rest, 99 in 100 with inhibition below about 76%;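 further: plate controls were DMSO cells for no effect and high antibiotic wells for full effect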
# influenza NS1A = H1N1 influenza NS1A inhibitors, functional cell based assay (AID 504329). NS1A functional cell-based assay, percent inhibition; higher % means a stronger effect. inhibition, % at 12.5 µM; hits with a dose series show IC50 in µM. 0.3% of 340,000 active; in the data active means a potency from the dose series; inconclusive means inhibition above about 27% without an active follow-up result; further: strong numbers were not always called active
# inhibitors of VEEV 10K pilot screen = recorded beside inhibitors of VEEV, whose call it bears; inhibition, %; measured here: 10K pilot screen inhibition
# Active calls of the source: *; i = inactive; ? = inconclusive; nt = not tested or not shown; & = joins results of further samples.
SMILES,inhibitors of VEEV,H37Rv inhibition,Salmonella PhoP GFP,tuberculosis growth,influenza NS1A,others
CCOCCCN(CCC#N)C(=O)C1CCN(S(=O)(=O)c2ccc(-n3cnnn3)cc2)CC1,1.2%,-5%,2%,-4%,-6%,
COc1ccccc1-n1c(SCC(=O)N2CCCCC2)nc(O)c(Cc2ccccc2)c1=O,i,-5%,-9%,-3%,-15%,
COc1cc(C(=S)N2CCOCC2)ccc1OC(=O)c1cc([N+](=O)[O-])cc([N+](=O)[O-])c1,3.0%,3%,12%,5%,11%,
Cc1ccc(Nc2nc(-c3cccs3)cs2)nc1,5.4%,17%,8%,19%,2%,
CCc1ccc(CC2S/C(=C(\C#N)C(C)=O)NC2=O)cc1 (stereo not drawn),13µM*,2%,17%,56%,1%,
O=S(=O)(NC1CCCCC1Sc1ncccn1)c1ccccc1 (stereo not drawn),2.6%,-2%,-4%,12%,2%,
O=Cc1c(OCc2ccccc2)ccc2ccccc12,0.6%,32%,5%,18%,-4%,
COc1ccc2cc3[n+](cc2c1OC)CCc1cc2c(cc1-3)OCO2,5.1%&0.6%,24%&-5%,-1%&5%,26%&10%,4%&-15%,
O=[N+]([O-])c1ccccc1N/N=C/c1ccccc1,1.4%,-3%,-3%,-11%,0%,
CCCNC(=O)C(Cc1ccc(OC)cc1)NC(=O)c1ccc(Cl)cc1 (stereo not drawn),0.7%,-7%,nt,-2%,-2%,
CCCc1cc(=O)oc2cc(C)cc(OCC(=O)NCCN3CCOCC3)c12,0.6%,3%,13%,-6%,3%,
CCOc1cc(-c2noc(N)c2C#N)cc(OCC)c1OCC,7.4%,-8%,-3%,5%,14%,
O=C(Nc1ccc(Cl)cc1)Nc1nnc(CSCc2ccccc2)s1,0.4%,-2%,-1%,-12%,4%,
Cc1ccccc1NC(=O)CCCCCN1C(=O)[C@@H]2Cc3ccccc3CN2C1=O,1.8%,-4%,-7%,7%,0%,
CCSc1nc2sc3c(c2c(=O)[nH]1)CC(C)(CC)OC3 (stereo not drawn),i,1%,4%,-5%,-1%,
O=C(N/N=C/c1ccc(N2CCOCC2)o1)c1cccc([N+](=O)[O-])c1,0.4%,16%,9%,-5%,6%,
N#Cc1c(Nc2ccccc2)sc(C(=O)c2ccccc2)c1N,3.3%,-5%,7%,4%,1%,
COC(=O)c1cc(Br)ccc1-c1ccc(/C=N/n2nnnc2N)o1,i,-5%,12%,1%,5%,
CC(=NNC(=O)c1ccncc1)c1ccc(Cl)cc1Cl,i,nt,nt,nt,-13%,
CCNC(=S)N1CCN(C(=O)C(Cc2ccccc2)NC(C)=O)CC1 (stereo not drawn),0.5%,0%,-7%,-3%,4%,
COc1ccc(N2CCN(CCS(=O)(=O)c3cc(Cl)ccc3Cl)CC2)cc1,9.1%,12%,nt,?,5%,
CCn1cc(NC(=O)Nc2ccc(OC)c(OC)c2)c(C(N)=O)n1,3.5%,1%,-1%,55%,9%,
CCCCOc1ccc(C(=O)N2CCNC(=O)C2)cc1,i,0%,1%,1%,-5%,
CCCCN(C)CCn1c(=S)[nH]c2ncccc2c1=O,i,-7%,-10%,13%,-15%,
CCOC(=O)Cn1nc(C)n(-c2ccc(C(C)(C)C)cc2)c1=O,1.4%,-8%,-3%,33%,-4%,
Cc1ccc(C(=O)CSc2nnc(Cn3nnc4ccccc43)n2C)cc1,i,3%,-8%,-2%,-9%,
Cc1nnc(Nc2ccc(F)cc2)c2ccccc12,2.5%,3%,-4%,16%,-5%,
O=C(Nc1ccc(F)cc1F)c1cc(-c2ccco2)nc2ccccc12,0.6%,3%,-3%,6%,2%,
Cc1c(C(=O)N2CCN(CC(=O)Nc3ccccc3Cl)CC2)oc2ccc(Br)cc12,6.2%,-7%,nt,69%,-15%,
COC(=O)c1ccccc1NC(=O)CSc1nc(O)cc(=O)n1C1CCCC1,1.2%,-1%,-20%,nt,12%,
CSc1nsc(SCC(=O)Nc2cccc(NC(C)=O)c2)n1,1.0%,8%,2%,45%,5%,
O=C(Cc1ccccc1)Nc1nc(-c2cccs2)cs1,i,1%,2%,42%,21%,inhibitors of VEEV 10K pilot screen=4.2
CCS(=O)(=O)n1nc(-c2cccnc2)nc1NCc1ccc(F)cc1,5.7%,4%,-6%,-8%,-5%,
CCCOc1ccc(C(=O)CCC(=O)NNC(=O)c2cccs2)cc1,i,-1%,nt,?,-6%,
Cc1cc(CNC(=O)CC2C(=O)NCCN2CC(C)(C)C)nn1C (stereo not drawn),0.7%,0%,-3%,-3%,3%,
Cc1nnc(NC(=O)CSc2nc(C(C)C)nc3sc(C)c(C)c23)s1,i,nt,nt,nt,4%,
Cc1nc(C(=O)NNC(=O)Nc2ccc(Cl)cc2)cs1,i,9%,-7%,0%,0%,
O=C(NCCN1CCCCC1)c1ccc2c(c1)OCCO2,i,2%,-5%,3%,2%,
CNC[C@@H](Cc1ccccc1)NC[C@@H](CC1CCCCC1)NCCCc1ccccc1,i,8µM*,38µM*,?,-4%,inhibitors of VEEV 10K pilot screen=0.0
CCc1nnc(NC(=O)Nc2ccccc2OC)s1,4.3%,3%,1%,3%,-1%,
c1ccc(-c2csc(Nc3ncccn3)n2)cc1,1.2%,-6%,2%,-20%,4%,
COc1cccc(/C=C2\C(=O)C(=O)c3ccccc32)c1,1.1%,-2%,-1%,9%,21%,
COc1ccc(-c2nnc(SCC(=O)N3CCCC3)o2)cc1,4.4%,-3%,-5%,74%,-3%,
Cc1nnc(SCc2ccccc2)nc1/C=C/NOCc1ccc(Cl)cc1Cl,2.2%,3%,-6%,42%,-8%,
N/C(=N\OC(=O)CSc1ccccc1)c1ccncc1,2.5%,-6%,-7%,5%,-5%,
CSCC[C@H](NC(=O)c1cccs1)C(=O)N1CCC2(CC1)NCCc1[nH]cnc12,0.4%,4%,2%,-12%,-10%,
CC(=O)NN1C(=O)c2ccccc2NC1c1ccccn1 (stereo not drawn),i,7%,-20%,-2%,-4%,
CC(C)(C)C(=O)O[C@H]1CC[C@@]2(C)C(=CC(=O)C3C2CC[C@]2(C)C(=O)[C@H](O)CC32)C1 (stereo partly drawn),14%,-7%,nt,32%,-11%,
NS(=O)(=O)c1ccc(N=Cc2c(O)n(C3CCCCC3)c(=O)n(C3CCCCC3)c2=O)cc1,6.6%,?,3%,?,-20%,
O=CNC(Cc1ccccc1)C(=O)O (stereo not drawn),5.7%,-6%,8%,-13%,-2%,
COCCn1c(C)cc(C(=O)CSc2nc3ccccc3c(=O)n2C(C)COC)c1C (stereo not drawn),6.4%,2%,-1%,-7%,10%,
CCN(C[C@H]1N[C@@](Cc2ccccc2)(C(=O)OC)[C@H]2C(=O)N(Cc3ccccc3)C(=O)[C@@H]12)S(=O)(=O)c1ccc(F)cc1,7.0%,7%,nt,4%,-7%,
COc1cc(NC(=O)c2onc(C)c2Cl)c(OC)cc1Cl,0.6%,-3%,-15%,nt,4%,
CC(=O)Nc1ccc(N(C(=O)CNC(=O)c2ccco2)C(C(=O)NCc2ccco2)c2ccccc2)cc1 (stereo not drawn),0.0%,0%,12%,11%,11%,
Cc1sc(-c2ccccn2)nc1OC(=O)c1cccc(Cl)c1Cl,1.9%,-10%,15%,2%,2%,
COc1ccccc1C(=O)Nc1sc2c(c1C(=O)NCc1ccco1)CCCC2,i,22%,0%,1%,3%,
Cc1sc2nc(COC(=O)C(NC(=O)c3ccc(Cl)cc3Cl)C(C)C)[nH]c(=O)c2c1C (stereo not drawn),i,-4%,-10%,24%,-2%,
CC1C(=O)N2CCCc3cc(S(=O)(=O)NCc4ccc(Cl)cc4)cc1c32 (stereo not drawn),2.4%,-1%,-1%,17%,-9%,
Cn1cc(C(=O)c2cccc(Cl)c2Cl)cc1C(=O)O,i,-6%,-16%,28%,4%,
CC(C)CC(=O)NC(=S)NCCc1ccccc1,1.4%,62%,2%,?,2%,

# The list goes on:
SMILES,inhibitors of VEEV,H37Rv inhibition,Salmonella PhoP GFP,tuberculosis growth,influenza NS1A,others
CN(CC(=O)Nc1ccc(Cl)c(C(F)(F)F)c1)C(=O)c1ccc(S(=O)(=O)N2CCOCC2)cc1,2.6%,nt,nt,nt,-22%,
CCN(CC)CC(O)CNc1ccnc2c(Cl)ccc(Cl)c12 (stereo not drawn),i,nt,nt,nt,-17%,
O=C(OCc1c(-c2ccccc2)ncc2ccccc12)c1ccc(Br)cc1,4.8%,2%,nt,-2%,-7%,
CCOc1c(OC(C)=O)ccc(/C=C/c2ccc3cccc(OC)c3n2)c1[N+](=O)[O-],0.8%,-3%,-6%,22%,2%,
Cn1nc([N+](=O)[O-])nc1Sc1nnnn1-c1ccc(C(=O)O)cc1,0.6%,1%,-1%,-4%,2%,
Cc1ccc(/C=N/N2CCN(Cc3ccc(Cl)cc3)CC2)o1,0.3%,0%,6%,9%,12%,inhibitors of VEEV 10K pilot screen=1.4
CCc1nnc(NC(=O)CC23CC4CC(CC(C4)C2)C3)s1,1.3%,-8%,4%,-6%,27%,inhibitors of VEEV 10K pilot screen=0.9
N#Cc1ccc(NC(=O)Nc2ccc(Cl)cc2)cc1,0.2%,?,1%,?,3%,
O=C(CCc1ccccc1)Nc1ccc(Cl)cn1,8.3%,-9%,-3%,46%,11%,
CC1CCCCC1NC(=O)c1nn(C)c2c1CS(=O)(=O)c1ccccc1-2 (stereo not drawn),2.7%,8%,0%,21%,-8%,
COc1cccc(NC(=O)CN(C)C(=O)Cn2[nH]c(=O)c3ccccc3c2=O)c1,1.6%,1%,0%,-7%,-10%,
CC(=O)N1CCN(c2ccc(Nc3ncnc4c3oc3ccccc34)cc2)CC1,8.4%,-5%,-20%,25%,4%,
Cc1cc([N+](=O)[O-])ccc1NC(=O)c1cccc(NC(=O)C(C)C)c1,0.7%,-4%,-4%,10%,3%,inhibitors of VEEV 10K pilot screen=0.5
Cc1ccc2nc3c(cc2c1)c(NC(=O)C(C)(C)C)nn3CC(C)C,1.4%,2%,-12%,0%,-20%,
CCOC(=O)c1c(NC(=O)OC)sc2c1CCC2,1.0%,0%,-5%,-3%,0%,
Cc1ccc(N2CCCCn3c2nc2c3c(=O)[nH]c(=O)n2C)cc1,0.3%,1%,-1%,12%,9%,
Cc1cccc(C)c1OCC(C)N (stereo not drawn),i,-1%,-18%,-1%,-1%,
CC(=O)c1cccc(NC(=O)C2CCN(S(=O)(=O)c3ccc(C)cc3)CC2)c1,2.2%,6%,-4%,19%,3%,
CCN(CC)S(=O)(=O)c1ccc(N2CCOCC2)c(NC(=S)NC(=O)c2ccco2)c1,2.0%,-2%,2%,38%,-4%,
O=C(Nc1ccccc1N1CCCC1)c1cccnc1Cl,0.5%,1%,6%,7%,6%,inhibitors of VEEV 10K pilot screen=0.2
COc1ccccc1-c1cc(C(F)(F)F)nc(N2CCN(c3ccccc3)CC2)n1,6.1%,-13%,3%,-17%,12%,
CCCNC(=S)N1CCN(C)CC1,0.6%,-8%,-13%,-30%,-1%,
COc1ccc(Cl)cc1N(CC(=O)N(C)C)S(=O)(=O)c1ccc(C)c([N+](=O)[O-])c1,i,-3%,-7%,16%,-5%,
COc1cccc(N=Nc2c(O)[nH]c(=S)[nH]c2=O)c1,3.3%,16%,0%,30%,-1%,
Cc1cc(Cl)c(OCCn2ccnc2)c(Br)c1,1.1%,10%,-3%,3%,-9%,
COc1ccc(CNC(=O)C2CCCN(c3ncnc4c3nc3n4CCCCC3)C2)cc1 (stereo not drawn),2.8%,-6%,-7%,-2%,5%,

# Fetched by structure from above:
SMILES,inhibitors of VEEV,H37Rv inhibition,Salmonella PhoP GFP,tuberculosis growth,influenza NS1A,others
COc1cccc(N=Nc2c(O)[nH]c(=S)[nH]c2=O)c1,3.3%,16%,0%,30%,-1%,
CCN(CC)S(=O)(=O)c1ccc(N2CCOCC2)c(NC(=S)NC(=O)c2ccco2)c1,2.0%,-2%,2%,38%,-4%,

# 5 successive records from above, for reference:
SMILES,inhibitors of VEEV,H37Rv inhibition,Salmonella PhoP GFP,tuberculosis growth,influenza NS1A,others
CCSc1nc2sc3c(c2c(=O)[nH]1)CC(C)(CC)OC3 (stereo not drawn),i,1%,4%,-5%,-1%,
O=C(N/N=C/c1ccc(N2CCOCC2)o1)c1cccc([N+](=O)[O-])c1,0.4%,16%,9%,-5%,6%,
N#Cc1c(Nc2ccccc2)sc(C(=O)c2ccccc2)c1N,3.3%,-5%,7%,4%,1%,
COC(=O)c1cc(Br)ccc1-c1ccc(/C=N/n2nnnc2N)o1,i,-5%,12%,1%,5%,
CC(=NNC(=O)c1ccncc1)c1ccc(Cl)cc1Cl,i,nt,nt,nt,-13%,

# High-throughput results (PubChem BioAssay)
